BioA inh – blocks M. tuberculosis BioA enzyme activity; 360,000 tested, 0.096% active; purified M. tuberculosis BioA enzyme, plate reader; inhibition, % at 9.99 µM; AID 602481; in the data active = inhibition above about 40%
Starred values were filed as active, the others as inactive. An excerpt. The share of hits here may be higher or lower than overall.

SMILES | BioA inh
O=C(N[C@H]1CC[C@@H](CCNS(=O)(=O)c2ccc(Cl)cc2)O[C@H]1CO)c1ccccn1 | -9.7
C[C@H]1CN([C@@H](C)CO)C(=O)Cc2cc(NS(=O)(=O)c3ccccc3)ccc2O[C@@H]1CN(C)C | -2.2
C[C@@H]1CN([C@@H](C)CO)C(=O)Cc2cc(NC(=O)Cc3cn(C)c4ccccc34)ccc2O[C@@H]1CN(C)Cc1ccc(Cl)c(Cl)c1 | -5.4
C[C@@H]1CN([C@H](C)CO)C(=O)c2cc(NC(=O)CCC(F)(F)F)ccc2O[C@@H]1CN(C)Cc1ccc2c(c1)OCO2 | 0.0
C[C@@H]1CN([C@@H](C)CO)C(=O)c2cccc(N(C)C)c2O[C@H]1CN(C)C(=O)Nc1ccc(C(F)(F)F)cc1 | -0.7
Cc1ccc(S(=O)(=O)Nc2ccc3c(c2)CC(=O)N([C@H](C)CO)C[C@@H](C)[C@H](CN(C)C(=O)NC2CCCCC2)O3)cc1 | -1.0
CN(C)C(=O)C[C@H]1CC[C@H]2[C@H](COc3ccc(NC(=O)c4ccc(F)c(F)c4)cc3C(=O)N2C)O1 | 8.3
CC=Cc1ccc2n(c1=O)C[C@H]1[C@H](CO)[C@@H](C(=O)NCc3ccccc3)N(C)[C@@H]21 (mixture of isomers) | 1.0
Cc1cccc(S(=O)(=O)N2CCCCN3[C@H](C2)[C@H](c2ccc(C#CC4CC4)cc2)[C@@H]3CO)c1 | -4.7
C/C=C/c1cnc2c(c1)C(=O)N([C@H](C)CO)C[C@@H](C)[C@H](CN(C)Cc1ccccc1F)O2 | 4.6
C/C=C/c1ccc2c(c1)O[C@@H](CN(C)C(=O)Nc1ccc(F)cc1)[C@H](C)CN([C@@H](C)CO)S2(=O)=O | 2.9
C[C@H](CO)N1C[C@H](C)[C@H](CN(C)S(=O)(=O)c2cn(C)cn2)OCc2ccccc2-c2ccccc2C1=O | -0.5
CO[C@H](CN(C)Cc1ccc2c(c1)OCO2)[C@@H](C)CN(C(=O)Nc1ccc(F)cc1)[C@H](C)CO | 1.9
COc1ccccc1S(=O)(=O)N1CC[C@@H]2[C@@H](CO)N(C)c3ccc(-c4cccc(C#N)c4)cc3[C@@H]21 | 3.6
O=S(=O)(N[C@@H]1CC[C@H](CCn2cc(C3(O)CCCC3)nn2)O[C@@H]1CO)c1ccc(Cl)cc1 | -0.7
C[C@@H]1CN([C@H](C)CO)C(=O)Cc2cc(NS(=O)(=O)c3ccc(Cl)cc3)ccc2O[C@@H]1CN(C)C(=O)Nc1ccc(F)cc1 | 0.2
CC(C)NC(=O)Nc1ccc2c(c1)C(=O)N([C@@H](C)CO)C[C@H](C)[C@@H](CN(C)Cc1ccc(-c3ccccc3)cc1)O2 | -1.9
C[C@H](CO)N1C[C@H](C)[C@H](CN(C)Cc2ccc(-c3ccccc3)cc2)Oc2ccc(NS(=O)(=O)c3ccc(Cl)cc3)cc2C1=O | -2.3
CO[C@H]1CN(C)C(=O)c2ccc(NC(=O)c3ccc4c(c3)OCO4)cc2OC[C@H](C)NC[C@@H]1C | 0.0
COc1ccc(S(=O)(=O)Nc2ccc3c(c2)CC(=O)N([C@H](C)CO)C[C@@H](C)[C@H](CN(C)Cc2ccc(C(F)(F)F)cc2)O3)cc1 | 0.3
O=C(Nc1ccccc1F)N1C[C@@H]2[C@H](c3ccccc31)[C@H](CO)N2C(=O)c1ccccc1F | 0.6
C[C@@H]1CN([C@@H](C)CO)C(=O)c2cc(NC(=O)Cn3cnnn3)ccc2O[C@H]1CN(C)S(=O)(=O)c1cccs1 | 8.1
COc1ccc(C#Cc2ccc3c(c2)[C@H]2[C@H](CCN2C(=O)NC(C)C)[C@H](CO)N3C)cc1 | 2.6
C[C@H]1CN([C@@H](C)CO)C(=O)c2cc(C#CCN(C)C)cnc2O[C@H]1CN(C)Cc1ccc(C(=O)O)cc1 | -4.0
C[C@@H]1CN([C@H](C)CO)C(=O)c2cc(NC(=O)C3CCCCC3)ccc2O[C@@H](C)CCCCO[C@@H]1CN(C)S(=O)(=O)c1cn(C)cn1 | 0.8
CO[C@H](CN(C)Cc1cc(F)ccc1F)[C@@H](C)CN([C@H](C)CO)S(=O)(=O)c1ccc(C)cc1 | 1.2
O=C(C[C@@H]1CC[C@@H]2[C@H](COC[C@@H](O)CN2C(=O)CCN2CCCCC2)O1)NCc1ccncc1 | -1.6
O=C(C[C@H]1CC[C@H]2[C@@H](COC[C@@H](O)CN2S(=O)(=O)c2ccc(Oc3ccccc3)cc2)O1)NC1CCC1 | -7.6
O=C(Nc1ccc(F)cc1)N[C@@H]1CC[C@H](CCNC(=O)c2cc(Cl)cc(Cl)c2)O[C@H]1CO | 8.8
O=C(C[C@H]1C[C@H]2c3cc(NS(=O)(=O)c4ccc(F)cc4)ccc3O[C@H]2[C@@H](CO)O1)NCc1ccccc1F | -0.2
CCC(=O)N1[C@@H]2c3cccc(=O)n3C[C@H]1[C@H](CO)[C@H]2C(=O)NC1CCC1 | -1.4
O=C(c1cccc(F)c1)N1CCCCN2[C@H](CO)[C@@H](c3ccc(-c4cccnc4)cc3)[C@H]2C1 | 32
CNC[C@@H]1Oc2c(NC(=O)c3cnccn3)cccc2C(=O)N([C@H](C)CO)C[C@@H]1C | 2.4
COCCOC(=O)N1C(=O)[C@@]2(c3cc(C#CC4=CCCCC4)ccc31)[C@H](c1ccccc1OCCO)N1[C@H](c3ccccc3)[C@H](c3ccccc3)OC(=O)[C@H]1[C@@H]2C(=O)NC[C@H](O)c1ccccc1 | -3.6
COc1ccc(C#Cc2cnc3c(c2)C(=O)N([C@@H](C)CO)C[C@@H](C)[C@@H](CN(C)C(=O)Nc2cccc(OC)c2)O3)cc1 | -0.3
C[C@H](CO)N1C[C@H](C)[C@@H](CN(C)S(=O)(=O)c2cn(C)cn2)OCCCC[C@H](C)Oc2ccc(NC(=O)Nc3ccc(C(F)(F)F)cc3)cc2C1=O | 2.8
CO[C@@H]1CN(C)C(=O)c2cc(NC(=O)C3CC3)ccc2OC[C@H](C)N(C(=O)C2CCCCC2)C[C@H]1C | -1.4
Cc1cccc(S(=O)(=O)N2CCCCN3[C@@H](CO)[C@@H](c4ccc(C#C[C@H](C)O)cc4)[C@@H]3C2)c1 | 7.9
C[C@H](CO)N1C[C@H](C)[C@H](CN(C)Cc2ccc(C(=O)O)cc2)Oc2ccc(NC(=O)Cc3ccccc3)cc2C1=O | 3.5
COc1ccc(S(=O)(=O)N(C)C[C@H]2Oc3ccc(NS(=O)(=O)c4ccccc4)cc3C(=O)N([C@@H](C)CO)C[C@H]2C)cc1 | -2.5
COc1ccc(C#Cc2ccc3c(c2)O[C@@H](CN(C)C)[C@@H](C)CN([C@H](C)CO)S3(=O)=O)cc1 | 3.3
C/C=C/c1ccc([C@@H]2[C@H]3CN(C(=O)Nc4ccc(F)cc4)CCCCN3[C@H]2CO)cc1 | -2.9
Cc1noc(C)c1NC(=O)N(C)C[C@@H]1OCCCC[C@H](C)Oc2ccc(NC(=O)c3ccccc3)cc2C(=O)N([C@H](C)CO)C[C@@H]1C | -0.7
C[C@H](CO)N1C[C@H](C)[C@@H](CN(C)C(=O)Nc2cccc3ccccc23)Oc2ccc(NC(=O)NC3CCCCC3)cc2C1=O | -0.8
CC(C)C#Cc1cnc2c(c1)C(=O)N([C@@H](C)CO)C[C@@H](C)[C@@H](CN(C)C(=O)C1CCC1)O2 | -1.6
O=C(NC1CCCC1)[C@H]1[C@H](CO)[C@H]2Cn3c(ccc(-c4ccccc4)c3=O)[C@H]2N1CCc1ccccc1 | 6.1
C[C@H](CO)N1C[C@H](C)[C@H](CN(C)C)Oc2c(NS(=O)(=O)c3ccccc3)cccc2C1=O | 1.9
CNC[C@@H]1Oc2ccc(NC(=O)Cc3ccccc3)cc2C(=O)N([C@@H](C)CO)C[C@H]1C | 1.5
CCCC(=O)Nc1ccc2c(c1)C(=O)N(C)[C@@H]1CC[C@H](CC(=O)Nc3cn(C)nc3C)O[C@@H]1CO2 | 3.3
COc1ccc(NC(=O)Nc2cccc3c2O[C@@H](CN(C)Cc2ccc(C(=O)Nc4ccccc4N)cc2)[C@H](C)CN([C@H](C)CO)C3=O)cc1 | 0.2
CO[C@@H]1CN(C)C(=O)c2cc(NC(=O)C3CC3)ccc2OC[C@H](C)N(C(=O)c2ccccc2)C[C@H]1C | 1.0
COc1ccc(S(=O)(=O)N(C)C[C@H]2Oc3ccc(NC(=O)Nc4c(C)noc4C)cc3CC(=O)N([C@H](C)CO)C[C@H]2C)cc1 | -0.3
C[C@@H]1CN([C@H](C)CO)C(=O)c2cc(NS(=O)(=O)c3ccc(Cl)cc3)ccc2O[C@@H](C)CCCCO[C@H]1CN(C)S(=O)(=O)c1cccs1 | -0.3
C[C@H](CO)N1C[C@H](C)[C@H](CN(C)C(=O)C2CCC2)Oc2cc(-c3cncnc3)ccc2S1(=O)=O | 1.1
O=C(Nc1cccc(Cl)c1)N[C@H]1CC[C@@H](CCNC(=O)C2CCOCC2)O[C@H]1CO | -2.1
C[C@@H]1CN([C@H](C)CO)S(=O)(=O)c2ccc(Br)cc2O[C@@H]1CN(C)C(=O)CC1CC1 | 11
O=C(C[C@@H]1CC[C@H]2[C@@H](COC[C@@H](O)CN2Cc2ccc(Cl)cc2)O1)NCc1ccccc1Cl | 1.3
C[C@H](CO)N1C[C@H](C)[C@@H](CN(C)C(=O)Nc2ccc3c(c2)OCO3)OCc2cn(nn2)CCCC1=O | -0.3
COc1ccc(S(=O)(=O)Nc2cccc3c2O[C@@H](CN(C)Cc2ccc(C(F)(F)F)cc2)[C@@H](C)CN([C@H](C)CO)C3=O)cc1 | -1.2
CN1CCN(C(=O)C[C@@H]2C[C@@H]3c4cc(NC(=O)Nc5ccccc5F)ccc4O[C@@H]3[C@@H](CO)O2)CC1 | 2.9

Rewritten as tab-separated lines: 12 of the compounds above.
Structure	BioA inh
O=C(NC1CCCC1)[C@H]1[C@H](CO)[C@H]2Cn3c(ccc(-c4ccccc4)c3=O)[C@H]2N1CCc1ccccc1	6.1
C[C@H](CO)N1C[C@H](C)[C@H](CN(C)C)Oc2c(NS(=O)(=O)c3ccccc3)cccc2C1=O	1.9
CNC[C@@H]1Oc2ccc(NC(=O)Cc3ccccc3)cc2C(=O)N([C@@H](C)CO)C[C@H]1C	1.5
CCCC(=O)Nc1ccc2c(c1)C(=O)N(C)[C@@H]1CC[C@H](CC(=O)Nc3cn(C)nc3C)O[C@@H]1CO2	3.3
COc1ccc(NC(=O)Nc2cccc3c2O[C@@H](CN(C)Cc2ccc(C(=O)Nc4ccccc4N)cc2)[C@H](C)CN([C@H](C)CO)C3=O)cc1	0.2
CO[C@@H]1CN(C)C(=O)c2cc(NC(=O)C3CC3)ccc2OC[C@H](C)N(C(=O)c2ccccc2)C[C@H]1C	1.0
COc1ccc(S(=O)(=O)N(C)C[C@H]2Oc3ccc(NC(=O)Nc4c(C)noc4C)cc3CC(=O)N([C@H](C)CO)C[C@H]2C)cc1	-0.3
C[C@@H]1CN([C@H](C)CO)C(=O)c2cc(NS(=O)(=O)c3ccc(Cl)cc3)ccc2O[C@@H](C)CCCCO[C@H]1CN(C)S(=O)(=O)c1cccs1	-0.3
C[C@H](CO)N1C[C@H](C)[C@H](CN(C)C(=O)C2CCC2)Oc2cc(-c3cncnc3)ccc2S1(=O)=O	1.1
O=C(Nc1cccc(Cl)c1)N[C@H]1CC[C@@H](CCNC(=O)C2CCOCC2)O[C@H]1CO	-2.1
C[C@@H]1CN([C@H](C)CO)S(=O)(=O)c2ccc(Br)cc2O[C@@H]1CN(C)C(=O)CC1CC1	11
O=C(C[C@@H]1CC[C@H]2[C@@H](COC[C@@H](O)CN2Cc2ccc(Cl)cc2)O1)NCc1ccccc1Cl	1.3

Carrying on.
SMILES | BioA inh
COc1ccc(S(=O)(=O)N(C)C[C@H]2OCCCC[C@H](C)Oc3ccc(NS(=O)(=O)c4ccc(F)cc4)cc3C(=O)N([C@@H](C)CO)C[C@@H]2C)cc1 | 2.1
CCN(C[C@H]1[C@H](c2ccc(-c3cccnc3)cc2)[C@H](CO)N1C(C)=O)C(C)=O | -0.7
CNC[C@@H]1Oc2ccc(NC(=O)C3CCCCC3)cc2CC(=O)N([C@H](C)CO)C[C@H]1C | -2.0
C[C@@H]1CN([C@H](C)CO)C(=O)c2cccc(NS(=O)(=O)c3cccs3)c2O[C@H]1CN(C)C(=O)NC1CCCCC1 | -2.3
Cc1noc(C)c1NC(=O)Nc1ccc2c(c1)C(=O)N([C@H](C)CO)C[C@@H](C)[C@H](CN(C)CC1CCCCC1)O2 | 3.0
COC(=O)C[C@@H]1C[C@@H]2c3cc(NS(=O)(=O)c4ccc(OC)cc4)ccc3O[C@@H]2[C@H](CO)O1 | 1.9
Cc1ccc(S(=O)(=O)Nc2cccc3c2O[C@@H](CN(C)Cc2ccc4c(c2)OCO4)[C@@H](C)CN([C@H](C)CO)C3=O)cc1 | 0.0
CC(C)NC(=O)N(C)C[C@@H]1OCCCC[C@@H](C)Oc2ccc(NS(=O)(=O)c3ccc(Cl)cc3)cc2C(=O)N([C@@H](C)CO)C[C@H]1C | -1.7
CN(C)C(=O)c1ccc(-c2ccc3c(c2)[C@@H]2[C@@H](CCN2C(=O)c2ccccn2)[C@@H](CO)N3)cc1 | 0.7
O=C(c1cnccn1)N1C[C@@H]2[C@H](c3ccccc31)[C@H](CO)N2Cc1ccccc1Cl | -1.1
COC(=O)[C@H]1[C@H](CO)[C@H]2Cn3c(ccc(-c4ccc(F)cc4)c3=O)[C@H]2N1Cc1ccccn1 | 2.0
COc1ccc(NC(=O)Nc2ccc3c(c2)C(=O)N([C@@H](C)CO)C[C@@H](C)[C@H](CN(C)C(=O)Cc2ccccc2)OCCCC[C@@H](C)O3)cc1 | 1.1
CO[C@@H]1CN(C)C(=O)c2cccc(C#N)c2OC[C@H]2O[C@H](CC[C@H]2OC)CCN(C)C(=O)[C@H]1C | -1.8
C[C@@H]1CN([C@@H](C)CO)C(=O)Cc2cc(NC(=O)C3CC3)ccc2O[C@H]1CN(C)C(=O)Nc1ccccc1 | -3.4
C[C@@H]1CN([C@@H](C)CO)C(=O)c2cc(NC(=O)Nc3ccccc3)ccc2O[C@@H]1CN(C)C(=O)Nc1ccc(C(F)(F)F)cc1 | 3.0
C[C@@H]1CCCCO[C@@H](CN(C)Cc2ccccc2)[C@@H](C)CN([C@H](C)CO)C(=O)c2cc(NC(=O)Nc3ccc4c(c3)OCO4)ccc2O1 | -0.4
N#C[C@@H]1[C@@H](c2ccccc2)[C@@H](CO)N1C(=O)Cc1ccccc1 | 3.3

Source: PubChem
